From PubChem BioAssay
Pf apPOL inh = Pf-apPOL DNA polymerase inhibition; Recombinant Pf-apPOL, molecular beacon fluorescence, 1.5 h; inhibition, % at 10 µM; actives 0.25% (n = 210,000); AID 1794808
mHTT-CaM PPI inh = mHTT-calmodulin interaction abrogation; AID 1671202; actives 3.6% (n = 190,000); AlphaScreen His-mHTT/GST-CaM binding, luminescence; inhibition, % at 15 µM;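 also: 0% = both proteins with DMSO and 100% = one protein alone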
Active calls of the source: *; . = no result given; & = joins results of further samples. Rule as the data show it: active = inhibition above about 50%; inactive = the rest.

SMILES	Pf apPOL inh	mHTT-CaM PPI inh
COc1ccc(C(=O)Nc2ccc3nn(-c4ccc(F)cc4)nc3c2)cc1[N+](=O)[O-]	0	3
COc1ccc2c(c1)CCCN2C(=O)c1c(-c2c(Cl)cccc2Cl)noc1C	-2	.
Cc1ccccc1C1CCCN1C(=O)NC1CCCCC1 (stereo not drawn)	-2	-8
COCc1cc(C)nc(N2CCOCC2)c1C#N	-5	-4
COCCCNC(=O)c1ccc2nc(-c3cccs3)c(-c3cccs3)nc2c1	1	-3
O=c1cc(-c2ccccc2)c2ccc(OCc3ccc([N+](=O)[O-])cc3)cc2o1	5	-1
O=C(CN1CCc2ccccc2C1C(=O)N1CCCC1)Nc1cccc(Br)c1 (stereo not drawn)	-3	9
CC(C)(C)C(=O)NC1CCN(C(=O)C2CC2)C1 (stereo not drawn)	-4	2
O=C(NCc1ccc(-c2csnn2)cc1)Nc1ccc(Cl)cc1	3	.
Cc1ccc(C(C(=O)O)c2ccc(C)cc2)cc1	-8	1
COc1ccc(-c2nc(N)ncc2Oc2ccccc2OC)c(O)c1	4	20
Cc1oc(C2CCN(C(=O)c3ccc(F)cc3)CC2)nc1C(=O)N1CCCC1	0	-1
NC(=O)C1CCN(c2ncnc3c2oc2ccccc23)CC1	2	-3
CCOC(=O)N1CCC(NC(=O)C2COCC(=O)N2Cc2ccccc2)CC1 (stereo not drawn)	8	-6
CCN(CC)c1ccc(/C=C2\SC(=O)N(CC(=O)N3CCOCC3)C2=O)cc1	-7	2

An excerpt from above in order of formula weight, low to high:
SMILES	Pf apPOL inh	mHTT-CaM PPI inh
CC(C)(C)C(=O)NC1CCN(C(=O)C2CC2)C1 (stereo not drawn)	-4	2
COCc1cc(C)nc(N2CCOCC2)c1C#N	-5	-4
CCOC(=O)N1CCC(NC(=O)C2COCC(=O)N2Cc2ccccc2)CC1 (stereo not drawn)	8	-6
CCN(CC)c1ccc(/C=C2\SC(=O)N(CC(=O)N3CCOCC3)C2=O)cc1	-7	2
COCCCNC(=O)c1ccc2nc(-c3cccs3)c(-c3cccs3)nc2c1	1	-3
COc1ccc2c(c1)CCCN2C(=O)c1c(-c2c(Cl)cccc2Cl)noc1C	-2	.

Next results follow.
SMILES	Pf apPOL inh	mHTT-CaM PPI inh
Cc1ccc(-n2nc3c(c2NC(=O)c2ccccc2Cl)CSC3)cc1	-5	25
O=C(O)c1nnn(-c2cccc(F)c2)c1C(F)(F)F	5	-1
O=C1C(=Cc2cc(Cl)cc3c2OCOC3)Oc2cc(O)ccc21	-5	2
COc1ccc(OCc2nc(C#N)c(N3CCCC3)o2)cc1	-4	21
NC(N)=NN=Cc1ccc(Cl)cc1Cl	-5&-10&-9	.
O=C(NCc1ccccc1C(F)(F)F)C1CCCN(c2cnc3nccnc3c2)C1 (stereo not drawn)	2	-2
O=C(Nc1nn[nH]n1)C1c2ccccc2Sc2ccccc21	-8	38
Cc1ccccc1-c1ncccc1C(=O)N1CCC(C(=O)N2CCC3(CC2)OCCO3)CC1	-6	-4
O=C1N(CC[C@@H](O)c2ccccc2)CCC12CCC(c1ccccc1)CC2 (stereo partly drawn)	-10	-3
O=C(O)C1(NCc2ccccc2Cl)CCCCC1	-5	2
COc1ccc2c(C)c(C)c(=O)oc2c1I	-1	-1
COc1ccc(Oc2ccc(C(F)(F)F)cc2NC(=O)c2ccc(OC)cc2)cc1	21	.
O=C(O)c1cc(S(=O)(=O)N2CCCCC2c2cccnc2)ccc1F (stereo not drawn)	-4	0
NC(=O)NCC12CC3CC(CC(C3)C1)C2	.	-10
O=C(CN1CC(c2nc(-c3cccs3)no2)C1)NCC1CCCO1 (stereo not drawn)	-7	-18

Compound profiles, from the list above. Order of values: Pf apPOL inh	mHTT-CaM PPI inh
Profile of Cc1ccccc1C1CCCN1C(=O)NC1CCCCC1 (stereo not drawn) : -2	-8
Profile of Cc1oc(C2CCN(C(=O)c3ccc(F)cc3)CC2)nc1C(=O)N1CCCC1 : 0	-1
Profile of O=C1C(=Cc2cc(Cl)cc3c2OCOC3)Oc2cc(O)ccc21 : -5	2
Profile of CCN(CC)c1ccc(/C=C2\SC(=O)N(CC(=O)N3CCOCC3)C2=O)cc1 : -7	2

The listing continues:
SMILES	Pf apPOL inh	mHTT-CaM PPI inh
O=C(c1cccs1)N1CCN(c2ccc([N+](=O)[O-])c(N3CCOCC3)c2)CC1	-1	16
COc1ccc(N2CC(c3nnc(NC(=O)c4ccc(OC)c(Cl)c4)o3)CC2=O)cc1 (stereo not drawn)	-3	-5
CCN(CC)C(=O)CN1C(=O)NC2(CCC(C)CC2)C1=O (stereo not drawn)	-4	0
COc1cccc(-c2noc(C3CCCN3C(=O)Nc3cccc(F)c3)n2)c1 (stereo not drawn)	-3	-12
COCCNC(=O)NC1CCCN(c2cc(N(C)C)ncn2)C1 (stereo not drawn)	2	-7
Cc1ccc(C(=O)Nc2ccc(NC(=O)c3ccco3)cc2)c(Cl)c1	4	-10
Cc1ccc2nc(-c3ccc(NC(=O)Cn4cnc(C)cc4=O)cc3)sc2c1	-1	-10
Cc1ccc(C(=O)Nc2ccc(N3CCCC3)cc2)cc1C	6	23
COc1ccc(C2CCN(C(=O)CCS(=O)(=O)c3ccccc3)C2)cc1 (stereo not drawn)	-9	-3
Clc1cccc(C2CC(c3ccc(I)cc3)Nc3nnnn32)c1 (stereo not drawn)	-5	26
Cc1ccc(-c2csc(Nc3ccc(O)cc3)n2)cc1C	2	86*
Cc1ccccc1CC(=O)N1CCCC(COc2ccc(C(=O)N3CCCC3)cc2)C1 (stereo not drawn)	-5	20
CNC(=O)C1CC(=O)N(C2CCCCC2)C1 (stereo not drawn)	-2	-2
COc1ccc(S(=O)(=O)NCCCCN2CCOC(c3ccccc3)C2)c(C)c1 (stereo not drawn)	4	-2
O=C(CSc1ccccc1)NCc1ccc2c(c1)OCO2	-6	-2
Cc1ccc(CCN2C(=O)c3ccccc3C2C(=O)NCCCN2C(C)CCCC2C)cc1 (stereo not drawn)	-13	8
Cc1ccc(C2C3CCCC=C3C(C#N)C(N)C2(C#N)C#N)s1 (stereo not drawn)	.	18
CC(C)C[C@H]1COc2cc(N3CCCC3)ccc2S(=O)(=O)N1C	-2	5
CC1CN(CCC(=O)Nc2ccc3c(c2)OCO3)CC(C)O1 (stereo not drawn)	-36	4
O=C(NC1CCN(c2ccccc2)C1=O)c1ccc(Br)cc1 (stereo not drawn)	0	-3
Cc1ccc(S(=O)(=O)N(CC(=O)N2CCCCC2)C2CCCCC2)cc1	9	4
N#CC1=C(N)Oc2n[nH]c(-c3ccc4c(c3)OCO4)c2C1c1ccco1 (stereo not drawn)	-4	12
O=C(c1c(Cl)cccc1Cl)N1CCCCC1	-2	-3
COc1cc(OC)c(NC(=O)C2=C(C)C(=O)OC23CCCCCC3)cc1Cl	-2	14
Cc1ccc(-c2nc3ncccc3o2)cc1NC(=O)COc1cccc(C)c1C	0	-1
COc1ccc(OC)c(C2=NOC(C(=O)N3CCOCC3)C2)c1 (stereo not drawn)	-1	-7
N#Cc1c(C(F)(F)F)cc(C2CC2)nc1SCc1ccccc1	.	-136
COc1ccc(OCC(=O)NCCC2CCN(C(=O)c3ccc(C)cc3)CC2)cc1	-8	17
O=C(Nc1ccccc1)c1cc(S(=O)(=O)Nc2ccc(F)cc2)cs1	-1	-3
CCc1ccc(C2C(C#N)=C(N)N(c3ccc(F)cc3)C3=C2C(=O)CCC3)s1 (stereo not drawn)	-1	27

Single entries from the list.
CC1CN(CCC(=O)Nc2ccc3c(c2)OCO3)CC(C)O1 (stereo not drawn) | Pf apPOL inh = -36
Cc1ccc(C2C3CCCC=C3C(C#N)C(N)C2(C#N)C#N)s1 (stereo not drawn) | mHTT-CaM PPI inh = 18

The main list resumes, starting 3 compounds before the break.
SMILES	Pf apPOL inh	mHTT-CaM PPI inh
COc1ccc(OCC(=O)NCCC2CCN(C(=O)c3ccc(C)cc3)CC2)cc1	-8	17
O=C(Nc1ccccc1)c1cc(S(=O)(=O)Nc2ccc(F)cc2)cs1	-1	-3
CCc1ccc(C2C(C#N)=C(N)N(c3ccc(F)cc3)C3=C2C(=O)CCC3)s1 (stereo not drawn)	-1	27
COC(=O)Nc1nc2ccc(-c3n[nH]c(=O)c4ccccc34)cc2[nH]1	3&-6	4
O=C(NCc1ccccn1)c1ccccc1N(Cc1ccccc1)S(=O)(=O)c1ccccc1	-6	8
Cc1ccc(S(=O)(=O)Nc2ccc(CCC(=O)N3CCCC3)cc2)cc1	-2	5
Cc1cccc(NC(=O)c2ccc(C)cc2Cl)c1	0	-10
Cc1cc(C)c2c3c(sc2n1)C(c1ccncc1)C(C#N)=C(N)O3 (stereo not drawn)	-7	20
O=C(NCc1ccc(Cl)cc1)c1ccc(Cl)cc1[N+](=O)[O-]	-10	2
O=c1c2c(ncn2CC2CC2)n(-c2ccccc2)c(=O)n1Cc1ccccc1	-9	0
N#CC(C#N)=CC=C1C=CN(C2CCCCC2)C=C1	.	8
CCN(CC)CC(=O)Nc1c(C)cccc1C	-6	.
CCCCN(C)C(=O)c1ccn2c(-c3ccccc3)nnc2c1	-12	-5
Cc1[nH]c(C(=O)N2CCC(CC(=O)NCCc3c[nH]c4ccccc34)CC2)c(C)c1C	-3	90*
COc1ccc(S(=O)(=O)N2CC=C(c3ccccc3)CC2)c(OC)c1	-13	.
COc1ccc(NC(=O)C2CCc3nc(N4CCN(C(C)=O)CC4)sc3C2)cc1 (stereo not drawn)	4	8
CCNC(=O)c1c(NC(=O)C2COc3ccccc3O2)sc2c1CCCC2 (stereo not drawn)	-5	-3
Cc1cccc(-c2noc(-c3ccc(NCc4ccc(C)o4)nc3)n2)c1	2	-4
Cc1cccc(Nc2ccc(N3CCN(C(=O)Cc4c[nH]c5ccccc45)CC3)nn2)n1	-10	30
CC(=O)Nc1ccc(NC2OC(C)C(O)C(O)C2O)cc1 (stereo not drawn)	2	5
O=C(NCc1ccccn1)c1cc(-c2ccc(Br)s2)nc2ccccc12	-15	11
Cc1ccc(C(=O)Nc2cc3cc(Cl)ccc3oc2=O)cc1	1	-2
CC(=O)Nc1nc(N)n(-c2ccccc2)n1	-1	-1
CCN(C)C(=O)C1CN(C(=O)c2ccccc2)CC1c1cccc(C(F)(F)F)c1 (stereo not drawn)	-3	31
O=C(NCCC1=CCCCC1)C1CCN(C(=O)Cc2ccccc2)CC1	-5	5
Cc1ccc(NC(=O)COc2cc(C)nc(N3CCCC3)n2)c(C)c1	1	-4
CCOc1ccccc1C1Nc2ccccc2-c2nnc(SCC)nc2O1 (stereo not drawn)	-8	6
O=C(CCc1c[nH]c2ccccc12)OCC(=O)c1ccc([N+](=O)[O-])cc1	-10	14
O=C(Nc1ccc(S(=O)(=O)N2CCCCC2)cc1)C1CCCCC1	0	-7
O=C(O)c1cc(C(=O)O)c(C(=O)O)nc1C(=O)O	-150	0
COc1ccccc1C(=O)Nc1ccc(OCc2ccccc2)cc1	-4	-7
Cc1cccc(N2CCN(S(=O)(=O)CCN)CC2)c1	-4	-9
COc1ccc(CNC(=O)c2c(C)noc2-c2cccc(F)c2)cc1	0	-2
COc1ccc(Cl)cc1C(=O)Nc1ccc2c(c1)N(C)C(=O)C(C)(C)CO2	-2	-1
Cc1ccc(S(=O)(=O)N2CCC3(CC2)NC(Cc2ccccc2)C(=O)N3C)cc1 (stereo not drawn)	0	21
O=S(=O)(O)c1cc(O)c2cc(O)ccc2c1	.	4
O=S1(=O)CCSCCN1Cc1ccccc1Br	0	-13
CCC(C)NC(=O)C1CCN(c2nc3ccc(OC)cc3s2)CC1 (stereo not drawn)	1	-1
O=S(=O)(NCc1csc(-c2cccs2)n1)c1ccc(N2CCOCC2)nc1	6	.
Cc1nc2c(ccc3sc(NC(=O)c4nc5ccccc5s4)nc32)s1	-4	12
Cc1ccc(CNC(=O)C2(C)CCCN(C(=O)c3ccco3)C2)cc1 (stereo not drawn)	0	-6
Nc1cc(=O)[nH]c(SCC(=O)Nc2cccc(C(F)(F)F)c2)n1	-4	-12
COC(=O)c1cccn1-c1ccc(F)cc1	-3&10	.
O=C(NC1CC2CC1CN2C(=O)c1ccc2ncccc2c1)c1cccs1 (stereo not drawn)	-4	3
Cc1cccc(NC(=O)N2CCC(CCNS(=O)(=O)c3cccc(C)c3)CC2)c1	-3	-3
Cc1cc(C)cc(NC(=O)N2CCc3c(c(COCc4ccccc4)nn3C)C2)c1	-4	27
COC(=O)C(C)Oc1ccc2oc(=O)c(-c3ccc(OC)cc3)c(C)c2c1 (stereo not drawn)	-35	-11
COc1ccccc1NC(=O)Cn1c(C(O)c2ccccc2)nc2ccccc21 (stereo not drawn)	-2	1
O=C(Nc1ccc(Oc2ccccc2)cc1)C1CC1	-2	-3
CC1CCCCN1S(=O)(=O)c1cc(Br)cc2c1N(C(=O)C1CC1)CC2 (stereo not drawn)	-1	11
O=C(Nc1ccc(N2CCOCC2)c(Cl)c1)c1ccc(Br)o1	-1	1
CC(=O)Nc1cccc(NC(=O)c2ccc(-c3ccccc3)cc2)c1	-1	17
CCCCC1CCC(C(=O)N2CCN(c3ccc(-c4cccnc4)nn3)CC2)CC1 (stereo not drawn)	0	11
COc1ccccc1-c1nnc(NC(=O)c2cc(C)no2)o1	0	-9
COc1cc(C2C(C(C)=O)=C(O)C(=O)N2CC(=O)O)ccc1O (stereo not drawn)	1	-3
CS(=O)(=O)N(CC(=O)N1CCOCC1)c1ccc(I)cc1	1	-8
